NSD2 HMT inh – NSD2 (human) methyltransferase inhibition; O96028; NSD2 peptide methylation, AlphaScreen, 120 min; inhibition, % at 12.5 µM; 0.54% of 310,000 active; AID 743445; in the data active = inhibition above about 50%
Target sequence (O96028 whole entry, looked up): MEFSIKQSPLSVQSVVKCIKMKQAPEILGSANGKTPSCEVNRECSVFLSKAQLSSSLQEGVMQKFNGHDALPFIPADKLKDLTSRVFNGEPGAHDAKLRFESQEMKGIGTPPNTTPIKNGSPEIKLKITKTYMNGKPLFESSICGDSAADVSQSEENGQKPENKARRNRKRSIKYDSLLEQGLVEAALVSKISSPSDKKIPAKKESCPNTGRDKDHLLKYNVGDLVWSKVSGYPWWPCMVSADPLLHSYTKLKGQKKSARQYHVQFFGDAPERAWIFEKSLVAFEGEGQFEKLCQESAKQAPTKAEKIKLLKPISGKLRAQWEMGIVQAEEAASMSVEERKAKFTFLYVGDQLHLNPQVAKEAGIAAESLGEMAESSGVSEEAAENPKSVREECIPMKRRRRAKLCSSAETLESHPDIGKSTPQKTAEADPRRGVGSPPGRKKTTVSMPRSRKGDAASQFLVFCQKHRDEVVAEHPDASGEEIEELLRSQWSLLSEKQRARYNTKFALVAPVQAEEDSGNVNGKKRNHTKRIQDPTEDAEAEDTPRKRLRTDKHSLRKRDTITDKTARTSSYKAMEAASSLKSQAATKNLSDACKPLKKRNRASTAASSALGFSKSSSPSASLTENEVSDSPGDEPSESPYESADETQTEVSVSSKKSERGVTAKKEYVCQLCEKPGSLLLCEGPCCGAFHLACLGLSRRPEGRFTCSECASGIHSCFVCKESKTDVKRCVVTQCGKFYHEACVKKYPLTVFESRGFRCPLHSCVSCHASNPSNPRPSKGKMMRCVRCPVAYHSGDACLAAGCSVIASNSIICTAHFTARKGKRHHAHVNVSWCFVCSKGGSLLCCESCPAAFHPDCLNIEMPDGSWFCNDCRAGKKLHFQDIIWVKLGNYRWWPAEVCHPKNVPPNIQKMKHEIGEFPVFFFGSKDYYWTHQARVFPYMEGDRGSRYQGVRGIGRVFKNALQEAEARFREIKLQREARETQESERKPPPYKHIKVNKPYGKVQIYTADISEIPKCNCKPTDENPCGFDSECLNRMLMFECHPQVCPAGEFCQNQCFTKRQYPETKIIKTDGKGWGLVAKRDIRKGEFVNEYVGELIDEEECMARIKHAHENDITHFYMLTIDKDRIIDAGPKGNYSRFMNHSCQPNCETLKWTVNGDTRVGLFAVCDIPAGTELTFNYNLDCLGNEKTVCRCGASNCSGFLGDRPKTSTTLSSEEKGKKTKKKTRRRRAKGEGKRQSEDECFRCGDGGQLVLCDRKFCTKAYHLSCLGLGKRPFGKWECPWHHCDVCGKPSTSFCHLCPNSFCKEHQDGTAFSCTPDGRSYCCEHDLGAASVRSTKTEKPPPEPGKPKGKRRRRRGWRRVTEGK
Active calls of the source: *.

SMILES | NSD2 HMT inh
COc1ccc(CCCNC(=O)C2(C)Cc3c(-c4ccc(C(N)=O)cc4)ccnc3O2)cc1 (stereo not drawn) | -0.9
CN(C)c1ccc2c(=O)cc[nH]c2c1 | -0.3
CCc1nnc(NS(=O)(=O)c2ccc(NC(=O)c3ccc([N+](=O)[O-])s3)cc2)s1 | 7.5
COc1ccc(S(=O)(=O)NC(=O)C2(C)CCN2C(=O)Cc2cc(C)cc(C)c2)cc1OC (stereo not drawn) | -2.0
COC(=O)[C@@]12C[C@@H](CC(=O)NCC3CCCCC3)C(=O)N(Cc3ccccc3)C1=CCC(C)(C)C2 | -2.0
CCOc1ccccc1N(CC(=O)Nc1ccccc1Br)S(=O)(=O)c1ccccc1 | -4.1
Cc1c(C(=O)NCc2ccc(C(F)(F)F)cc2)sc(=O)n1Cc1ccc(S(=O)(=O)N(C)C)cc1 | -0.8
COc1ccc(-c2cc3nc(NCc4ccc(NC(C)=O)cc4)n(C)c(=O)c3s2)cc1OC | -0.8
COC(=O)[C@]12CCCCC=C1N(Cc1ccc3c(c1)OCO3)C(=O)[C@H](CC(=O)NCc1cccc3ccccc13)C2 | -1.8
Cc1csc(=O)n1CCC(=O)OCC(=O)Nc1ccc(N2CCOCC2)cc1 | 1.2
COc1cccc(OCc2cc(C(=O)N(C)C3CCCCC3)no2)c1 | -3.3
COc1cccc(Cn2c3ccc(NC(=O)CCc4ccc(F)cc4)cc3c(=O)n2C)c1 | -0.2
O=C(c1cc(F)cc(F)c1)N1CCCC(c2nc(-c3cccs3)no2)C1 (stereo not drawn) | -1.8
CNc1ncnc2c1ncn2[C@H]1CN(Cc2ccccc2)C[C@@H](CO)O1 | -3.0
CC(C)c1ccc(Nc2ncc3c(n2)CCN(C(=O)NC2CCCCC2)C3)cc1 | -1.2
Cc1ccc(S(=O)(=O)N2CCCC(C(=O)NCc3ccco3)C2)cc1 (stereo not drawn) | -0.6
COCc1cccc(-c2csc(C(O)c3ccc(OC)cc3)n2)c1 (stereo not drawn) | 0.1
CCNC(=O)C1(C)CCCN(Cc2ccc3ccccc3c2Br)C1 (stereo not drawn) | 5.0
CCCS(=O)(=O)NC(=O)C1(C)CCN(C(=O)c2ccc(OC)c(F)c2)C1 (stereo not drawn) | 5.4
O=C(COC(=O)c1cccc(S(=O)(=O)N2CCCC2)c1)Nc1ccc(Cl)cc1 | -3.6
O=C(NCc1cccnc1)C(=O)NCC1OCCCN1S(=O)(=O)c1cc(F)ccc1F (stereo not drawn) | -6.9
CCCc1ccc(C(O)c2ncc(-c3ccccc3F)[nH]2)cc1 (stereo not drawn) | 5.8
Cc1nn(-c2ccccc2)c(C)c1C(=O)OCC(=O)Nc1ccc(C(N)=O)cc1 | -0.7
O=C(Nc1cccc2ccccc12)c1csc([C@@H]2C[C@H](O)[C@@H](CO)O2)n1 | 0.1
CCC(CC)C(=O)N(C)c1c(C)nc2c(OCc3ccc(C#N)cc3)cccn12 | -1.3

2 records picked at random from the list so far:
SMILES | NSD2 HMT inh
Cc1c(C(=O)NCc2ccc(C(F)(F)F)cc2)sc(=O)n1Cc1ccc(S(=O)(=O)N(C)C)cc1 | -0.8
Cc1nn(-c2ccccc2)c(C)c1C(=O)OCC(=O)Nc1ccc(C(N)=O)cc1 | -0.7

Continued:
SMILES | NSD2 HMT inh
COc1ccc(S(=O)(=O)N2CCCC(c3cc(C(=O)NCc4cccnc4)no3)C2)cc1 (stereo not drawn) | -1.4
Cc1ccc(C(=O)COC(=O)CN2C(=O)C3CC=CCC3C2=O)cc1C (stereo not drawn) | -15.6
CCc1ccccc1Oc1nc2cc(-c3cccc(OC)c3)sc2c(=O)n1C | -4.8
COc1ccc(S(=O)(=O)N2CCN(C(=O)c3ccc(COc4ccccc4)o3)CC2)cc1 | 1.5
Cc1ccc(OCc2nnc(SC/C=C/c3ccccc3)n2Cc2ccco2)cc1 | 0.2
CCCCc1c(O)nc(SCC(=O)Nc2ccc(OC)cc2)n(-c2ccc(C)c(C)c2)c1=O | 9.3
CCOC(=O)C1C(C(=O)OCC)C2C(=O)C3C(C(=O)OCC)C(C(=O)OCC)C3C(=O)C12 (stereo not drawn) | -1.1
Cc1[nH]nc2c1C(c1ccc(Br)cc1)N(Cc1ccccc1)C2=O (stereo not drawn) | 0.5
O=C(COC(=O)Cc1c[nH]c2ccccc12)Nc1cccc(Br)c1 | 0.1
COc1ccc(NC(=O)C2Cc3c(-c4ccccc4Oc4ccccc4)ccnc3O2)cc1OC (stereo not drawn) | -0.8
O=c1cc(-c2ccccc2)oc2c1CCCC2 | 0.5
O=C(OCC#CCSc1nnc(-c2c[nH]c3ccccc23)o1)c1ccc(F)cc1 | -1.0
CC(C)N1CCCC(C)(C(=O)Nc2ccc3c(c2)OCO3)C1 (stereo not drawn) | 0.0
CC1(C(=O)NS(=O)(=O)c2ccc(C#N)cc2)CCN1C(=O)Cc1cc(F)ccc1F (stereo not drawn) | 5.7
CC(=O)Nc1cnc(-c2ccc(O)cc2C)cn1 | -0.4
c1ccc(Cn2ccnc2C2OCCO2)cc1 | -4.5
CNc1nc(Nc2ccc(C)cc2C)c2sccc2n1 | 6.7
CSc1ccc(C(O)c2ncc(-c3ccccc3Cl)[nH]2)cc1 (stereo not drawn) | 4.2
Cc1cc2c(c(=O)o1)[C@@]1(C(=O)N(C)c3ccc([N+](=O)[O-])cc31)C1=C(CCCC1=O)O2 | -2.2
Cc1ccc(F)c(S(=O)(=O)NC(=O)C2(C)CCN2C(=O)Cc2cccc3ccccc23)c1 (stereo not drawn) | 1.4
Cn1c(=NC(=O)CS(=O)(=O)c2ccccc2)sc2cc(F)ccc21 | -0.1
Cc1cc(NS(=O)(=O)c2ccc(NC(=O)CSc3nnc(-c4ccccn4)n3-c3ccccc3)cc2)nc(C)n1 | 4.1
COc1ccccc1-c1ccc2c(c1)C(C)(Cc1ccc(OC(F)(F)F)cc1)C(=O)N2 (stereo not drawn) | -1.8
CC(C)CC(N)c1csc(NC(=O)Nc2ccccc2C(C)(C)C)n1 (stereo not drawn) | 1.1
O=C(CCc1c[nH]c2ccccc12)N1CCN(S(=O)(=O)c2ccc([N+](=O)[O-])cc2)CC1 | 1.4

Arranged by the number under NSD2 HMT inh (falling): 7 of the compounds above
SMILES | NSD2 HMT inh
CC1(C(=O)NS(=O)(=O)c2ccc(C#N)cc2)CCN1C(=O)Cc1cc(F)ccc1F (stereo not drawn) | 5.7
O=c1cc(-c2ccccc2)oc2c1CCCC2 | 0.5
Cc1ccc(OCc2nnc(SC/C=C/c3ccccc3)n2Cc2ccco2)cc1 | 0.2
CC(=O)Nc1cnc(-c2ccc(O)cc2C)cn1 | -0.4
CCOC(=O)C1C(C(=O)OCC)C2C(=O)C3C(C(=O)OCC)C(C(=O)OCC)C3C(=O)C12 (stereo not drawn) | -1.1
COc1ccc(S(=O)(=O)N2CCCC(c3cc(C(=O)NCc4cccnc4)no3)C2)cc1 (stereo not drawn) | -1.4
COc1ccccc1-c1ccc2c(c1)C(C)(Cc1ccc(OC(F)(F)F)cc1)C(=O)N2 (stereo not drawn) | -1.8

Additional results follow.
SMILES | NSD2 HMT inh
Cc1ccc(CN2CCCC2(C)C(=O)NC(C)C)cc1 (stereo not drawn) | 6.1
COCc1cccc(-c2csc(C(NC(C)=O)c3cccc(F)c3)n2)c1 (stereo not drawn) | -0.8
CNc1ccc(-c2ccccc2OC)cn1 | -3.6
COc1ccc(C(=O)N2CCC(C)(C(=O)NS(=O)(=O)C3CC3)C2)cc1F (stereo not drawn) | -2.4
Cc1cc(C)cc(Cn2c3ccc(NC(=S)NCc4ccccc4F)cc3c(=O)n2C)c1 | 2.9
CC1(Oc2cccc(F)c2)CCN(Cc2ccc(-c3ccccn3)cc2)C1 (stereo not drawn) | -0.7
CCCCc1c(-c2ccccc2OC)ncn1Cc1ccccc1F | 31.3
Cc1ccc(OCC(=O)N2CCc3ccccc3C2)cc1C | 2.1
Cc1ccc(S(=O)(=O)N2CCCOC2CNC(=O)C(=O)NCCc2ccco2)cc1 (stereo not drawn) | 1.5
c1ccc(CNc2nc(NCCOc3ccccc3)c3sccc3n2)cc1 | -3.3
CC(=O)Nc1cc(-c2ccc(C(=O)NC3CC3)cc2)cn2c(-c3ccc(F)c(Cl)c3)cnc12 | -0.5
CC1(C(=O)NS(=O)(=O)c2cccc(C#N)c2)CCN1C(=O)C1(c2ccccc2)CC1 (stereo not drawn) | -0.6
O=C(CCCN1C(=O)/C(=C/c2cccs2)SC1=S)Nc1ccc(O)c(C(=O)O)c1 | 53.1*
CCCC(=O)N1CCCC1(C)C(=O)Nc1ccc2cn[nH]c2c1 (stereo not drawn) | -0.4
Cc1nc(C(F)(F)F)ccc1C(=O)N1CCC1(C)C(=O)NCc1ccc(Cl)cc1 (stereo not drawn) | -1.0
CCCCNC(=O)C1(C)CCCCN1C(=O)c1c(F)ccc(C)c1F (stereo not drawn) | 0.4
Cn1nnc2cc(NC(=O)Nc3ccccc3F)ccc21 | 5.5
Cc1ccc(S(=O)(=O)NC[C@@H]2C[C@H](c3ccccc3)ON2S(=O)(=O)c2ccc(C)cc2)cc1 | -2.1
CC1(Cc2ccc(F)cc2)C(=O)Nc2ccc(S(=O)(=O)NC3CCCCC3)cc21 (stereo not drawn) | 2.7
OCCN1CCN(CCCN2c3ccccc3CCc3ccccc32)CC1 | 4.3
CCC(=O)c1ccc(OCC(=O)OCc2csc(CC(=O)Nc3ccccc3C)n2)cc1 | 4.5
CCCCNC(=O)C1C(c2ccc(C(F)(F)F)cc2)=Nc2ccccc2N1C(C)=O (stereo not drawn) | -0.9
COc1ccc(NC(=O)C2(C)CCN2CCOc2ccccc2)cc1OC (stereo not drawn) | 0.7
COc1cc(OC)nc(C(NC(=O)C2CCN(Cc3ccc(Oc4ccccc4)cc3)CC2)c2ccc(F)cc2)n1 (stereo not drawn) | -2.0
O=C(Nc1ccc2c(c1)OCO2)c1csc([C@H]2C[C@H](O)[C@@H](CO)O2)n1 | 0.0

Structures above that bear a hit mark in NSD2 HMT inh.
SMILES | NSD2 HMT inh
O=C(CCCN1C(=O)/C(=C/c2cccs2)SC1=S)Nc1ccc(O)c(C(=O)O)c1 | 53.1*

(further entries)
SMILES | NSD2 HMT inh
O=C(NCCc1c[nH]c2ccccc12)OCc1cn(-c2ccc(F)cc2)nn1 | 21.6
CC(C)n1c(=O)nc(-c2ccccc2)c2cc3c(cc21)OCO3 | -3.8
CSc1ccc(OC2(C)CCN(Cc3ccc(OC(F)(F)F)cc3)C2)cc1 (stereo not drawn) | 2.1
CCCNC(=O)c1cc(C2CCCCN2S(C)(=O)=O)on1 (stereo not drawn) | -3.9
CC1(C(=O)NCC2CC2)Cc2c(-c3cccc(C(F)(F)F)c3)ccnc2O1 (stereo not drawn) | -4.0
CCCCN1C(=O)C(CC(=O)NCCCN(C)C)CC(C(=O)N2CCCCCC2)=C1C (stereo not drawn) | 3.7
O=C(NCc1ccco1)C1CCCN(S(=O)(=O)c2ccccc2F)C1 (stereo not drawn) | -3.4
CC(=O)N1CCN(S(=O)(=O)c2cccc(C(=O)OCC(=O)NCc3ccccc3Cl)c2)CC1 | -4.7
CCOC(=O)[C@]12CCCC=C1N(CCC1=CCCCC1)C(=O)[C@H](CC(=O)NCc1ccc(C)o1)C2 | 0.1
COc1ccc(OC)c(S(=O)(=O)NC(=O)C2(C)CCN2C(=O)c2ccco2)c1 (stereo not drawn) | -0.7
COc1cccc(-c2nnc(SCC(=O)Nc3ccc(Oc4ccccc4)cc3)n2Cc2ccco2)c1 | 10.3
COc1cc(C)ccc1OCc1cc(C(=O)NC2CCOCC2)no1 | 1.7
Cc1ccc(C(=O)NCC(=O)OCCCn2c(=O)[nH]c3ccccc32)cc1C | 7.4
COc1cc(C(=O)NCCNc2nc3c(C)cccc3cc2C#N)cc(OC)c1OC | -0.7
Cn1c(=O)oc2cc(S(=O)(=O)Nc3ccc(C(=O)O)cc3)ccc21 | 6.6
Cc1ccc(NC(=O)[C@@H]2CC(=O)O[C@@H]2c2ccccc2)c(C)c1 | 11.2
Cc1cccc(NC(=O)C(C)OC(=O)CNC(=O)C2CCCCC2)c1 (stereo not drawn) | -1.0
COC(=O)c1ccccc1COc1cccn2c(N(C)Cc3cccs3)c(C)nc12 | 2.3
CCNC(=O)C1(C)CCN(C(=O)c2ccccc2C(F)(F)F)C1 (stereo not drawn) | -5.5
COc1ccc(OC)c(NC(=O)COC(=O)c2ccc(S(=O)(=O)N3CCCCC3)cc2)c1 | -0.8
COC(=O)C(CCC(=O)CN1C(=O)c2ccccc2C1=O)N1C(=O)c2ccccc2C1=O (stereo not drawn) | -0.5
COCCSc1nnc(-c2cccnc2)n1Cc1ccccc1 | -4.3
COc1cccc(C(O)c2nc(-c3ccccc3)cs2)c1 (stereo not drawn) | -4.2
COC(=O)c1ccccc1NC(=O)CN1CCC(n2nnc3cc(C)ccc32)CC1 | -1.4
O=S(=O)(N1CCCCC1)n1nnc2cc3ccccc3cc21 | -1.2

(listing goes on)
SMILES | NSD2 HMT inh
CC(C)(C)c1ccc(S(=O)(=O)NCC(=O)N2CCN(c3ncccn3)CC2)cc1 | -9.6
CN(Cc1ccccn1)C(=O)c1cc(COc2ccc(F)c(F)c2)on1 | -4.4
CCCCCCCCN1C(=O)[C@@H](CC(=O)NCc2cccc3ccccc23)C[C@@]2(C(=O)OC)C1=C[C@H](C(C)(C)C)O[C@@H]2C | -0.6
CCOC(=O)C1(C)CCCN(C(=O)c2cc(C)oc2C)C1 (stereo not drawn) | 5.9
Cc1ccccc1NC(=O)c1ccc(Cl)c(NC(=O)c2ccco2)c1 | 1.1
CCOC(=O)C1CCCN(C(=O)c2cncc(Br)c2)CC1 (stereo not drawn) | 3.2
COc1cccc(NC(=O)C2(C)CCN2C(=O)CCC2CCCC2)c1 (stereo not drawn) | -2.9
COc1ccc(C(O)c2nc(-c3ccc(OC)nc3)cs2)cc1 (stereo not drawn) | 1.8
COc1ccc(C(C)c2cc3c(cc2OCC(=O)O)OCO3)cc1 (stereo not drawn) | 3.2
COc1cc(F)ccc1-c1cc(C(=O)NCc2cc(C(F)(F)F)cc(C(F)(F)F)c2)[nH]n1 | 2.3
COCc1cccc(-c2csc(C(O)c3ccc(F)c(F)c3)n2)c1 (stereo not drawn) | 34.0
O=C(NCCO)c1ccc(-c2cnc3cccnn23)cc1 | 1.2
CCCCC(=O)N(C)c1c(C)nc2ccc(C(=O)Nc3cccc(OC)c3)cn12 | -0.2

As entered above:
For NSD2 HMT inh, COCCSc1nnc(-c2cccnc2)n1Cc1ccccc1 shows -4.3
For NSD2 HMT inh, CC(C)n1c(=O)nc(-c2ccccc2)c2cc3c(cc21)OCO3 shows -3.8

Compound activity from PubChem BioAssay.

Only part of the results is shown; count on the stated rates, not on these rows.
